Screening results: PubChem BioAssay, several laboratories
TcdB GH inh = inhibitors of Clostridioides difficile toxin B glycohydrolase | TcdB glycohydrolase enzymatic assay, plate reader | inhibition, % at 9.99 µM | AID 652162 | P18177 | 350,000 tested, 0.24% active; in the data active = inhibition above about 10%
BoNT F protease = inhibitors of Botulinum neurotoxin F light chain protease; Multiplex microsphere protease cleavage assay, flow cytometry; inhibition, % at 10 µM; 360,000 tested, 0.22% active; AID 588497; in the data active = inhibition above about 35%, passing the limit was not always enough; inconclusive = no clear call, values can overlap the other calls; also: plate controls were buffer without enzyme for full effect and enzyme alone for no effect
PfHsp40 rescue = compounds rescuing yeast from Plasmodium falciparum HSP40 toxicity; growth rescue, % at 12.5 µM; 340,000 tested, 0.68% active; S. cerevisiae expressing PfHsp40, growth rescue, ATP luminescence; in the data active = growth rescue above about 28%, passing the limit was not always enough; inconclusive = no clear call, values can overlap the other calls;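 also: yeast W303a lacking pdr1 and pdr3 grown in galactose medium; growth measured after three days at 30 °C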
BoNT-A LC inh2 = blocks Botulinum neurotoxin A light chain protease; multiplex microsphere protease substrate cleavage, flow cytometry; inhibition, % at 10 µM; 360,000 tested, 0.17% active; AID 588499; also: plate controls were buffer without enzyme for full effect and enzyme alone for no effect
Yp Topo-I inh = Y. pestis Topo-I inhibition via cleavage products | 360,000 tested, 0.064% active | AID 504884 | Y. pestis Topo-I cleavage product accumulation, plate reader | activity, % at 10 µM; in the data active = activity above about 50%, passing the limit was not always enough; inconclusive = no clear call, values can overlap the other calls; also: inactives centre near 2
Anthrax LF inh2 = anthrax lethal factor protease inhibition; P15917; multiplex microsphere protease cleavage assay, LF; inhibition, % at 10 µM; 360,000 tested, 0.12% active; AID 588501; also: plate controls were buffer without enzyme for full effect and enzyme alone for no effect
Target sequence (P15917 whole entry, looked up): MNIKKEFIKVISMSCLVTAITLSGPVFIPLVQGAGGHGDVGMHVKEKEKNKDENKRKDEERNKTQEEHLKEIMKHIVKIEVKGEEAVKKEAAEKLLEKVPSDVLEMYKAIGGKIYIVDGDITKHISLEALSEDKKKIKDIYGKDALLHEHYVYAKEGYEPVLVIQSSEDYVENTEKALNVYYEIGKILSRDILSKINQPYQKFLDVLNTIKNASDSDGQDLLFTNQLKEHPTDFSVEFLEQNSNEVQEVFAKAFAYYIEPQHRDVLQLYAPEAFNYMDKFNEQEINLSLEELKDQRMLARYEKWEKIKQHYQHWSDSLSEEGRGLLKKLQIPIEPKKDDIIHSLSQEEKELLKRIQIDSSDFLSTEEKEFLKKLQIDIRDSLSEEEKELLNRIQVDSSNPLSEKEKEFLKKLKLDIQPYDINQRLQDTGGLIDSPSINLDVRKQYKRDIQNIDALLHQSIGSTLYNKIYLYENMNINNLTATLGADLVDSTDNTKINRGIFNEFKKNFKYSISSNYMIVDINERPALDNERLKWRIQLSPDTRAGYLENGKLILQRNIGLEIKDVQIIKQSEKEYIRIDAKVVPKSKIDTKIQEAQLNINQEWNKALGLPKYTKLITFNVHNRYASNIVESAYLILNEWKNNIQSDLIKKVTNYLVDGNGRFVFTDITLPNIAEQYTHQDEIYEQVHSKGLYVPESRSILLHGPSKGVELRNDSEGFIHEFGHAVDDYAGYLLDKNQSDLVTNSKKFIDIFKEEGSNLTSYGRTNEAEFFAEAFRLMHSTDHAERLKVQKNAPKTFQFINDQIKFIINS
CCHFV vOTU inh = CCHFV vOTU protease inhibition; Pep-AMC fluorescence; inhibition, % at 11.5 µM; 370,000 tested, 0.55% active; in the data active = inhibition above about 30%; also: 0% = vehicle wells with enzyme and 100% = no enzyme wells
PrPC surface inh = inhibitors of human cell surface prion protein PrPC; P04156; TR-FRET read-out; inhibition, % at 13.8 µM; 370,000 tested, 0.43% active; AID 720596; in the data active = inhibition above about 24%; also: 0% = median of the test wells and 100% = reference compound wells
FadD28 binding = blocks FadD28 binding to the bisubstrate probe. AID 588549. inhibition, % at 12.5 µM. 360,000 tested, 0.22% active. fluorescence polarization; in the data active = inhibition above about 8.5%, passing the limit was not always enough; inconclusive = no clear call, values can overlap the other calls
Starred values were filed as active, the others as inactive; ? = inconclusive; . = not tested or not shown; & = joins results of further samples. Rule as the data show it, unless noted: active = inhibition above about 30%; inconclusive = no clear call, values can overlap the other calls; inactive = below that. Rows are unselected. Share with any hit: about 2.3%.

The first two compounds as a preview:
compound	TcdB GH inh	BoNT F protease	PfHsp40 rescue	BoNT-A LC inh2	Yp Topo-I inh	Anthrax LF inh2	CCHFV vOTU inh	PrPC surface inh	FadD28 binding
COCC(C)n1c(SCC(=O)NC(=O)Nc2ccc3c(c2)OCCO3)nc2ccccc2c1=O (stereo not given)	.	2	4.3	0.8	0	1	9	11	-0.6
CCOC(=O)NC(=O)/C(C#N)=N/Nc1c(F)cccc1F	.	3	0.6	-0.7	-1	-3	6	2	-2.5

This part in full, previewed entries included:
compound	TcdB GH inh	BoNT F protease	PfHsp40 rescue	BoNT-A LC inh2	Yp Topo-I inh	Anthrax LF inh2	CCHFV vOTU inh	PrPC surface inh	FadD28 binding
COCC(C)n1c(SCC(=O)NC(=O)Nc2ccc3c(c2)OCCO3)nc2ccccc2c1=O (stereo not given)	.	2	4.3	0.8	0	1	9	11	-0.6
CCOC(=O)NC(=O)/C(C#N)=N/Nc1c(F)cccc1F	.	3	0.6	-0.7	-1	-3	6	2	-2.5
CC(Oc1ccccc1)C(=O)Nc1nc(-c2ccccn2)cs1 (stereo not given)	0.6	.	-0.4	.	16	.	8	9	0.7
C=CCn1c(O)c(C(C)=NCCN2CCOCC2)c(=O)[nH]c1=O	.	3	-1.3	3.2	-5	5	-1	1	-3.5
Cc1ccc(S(=O)(=O)N2[C@@H](c3ccc(C(C)(C)C)cc3)C(C(=O)O)=CC[C@H]2c2ccc(Cl)cc2)cc1	1.0	2	-0.2	-0.1	32	-1	42*	-3	-10
O=C(NC1CCN(Cc2ccc3ccccc3c2)CC1)c1ccccc1	-1.5	11	-0.8	-1.7	0	6	3	-22	0.1
COc1ccc(C=O)cc1OC(=O)C1(C)Cc2ccccc2C(=O)O1 (stereo not given)	1.3	-10	1.1	-0.1	0	3	0	-3	-3.8
COC(=O)C(C)n1cnc2c(nnn2Cc2ccc(Cl)cc2)c1=O (stereo not given)	.	-1	-0.1	0.3	-5	-1	5	1	1.1
O=C(CSc1nnc2n1CCCN2)c1ccc([N+](=O)[O-])cc1	8.1	?	-1.3	2.7	-12	0	-1	-14	-2.0
Cc1ccc(S(=O)(=O)Nc2c(C(=O)O)[nH]c3ccccc23)c(C)c1	-3.6	-1	-0.1	-0.6	-1	1	9	-1	1.6
Cn1cc(Cl)c(-c2n[nH]c(=S)n2-c2ccc(F)cc2)n1	0.9	2	0.5	0.2	12	-2	4	6	-3.6
O=c1oc2cc(OCc3ccc(C(F)(F)F)cc3)ccc2cc1-c1ccccn1	.	-19	-0.3	0.1	3	1	1	-1	-1.9
COc1ccc2cc(CCNS(=O)(=O)c3c(C)cc(C)cc3C)c(=O)[nH]c2c1	0.2	14	-1.3	2.4	-7	5	-12	8	-13
CCOC(=O)c1sc(=S)n(-c2ccccc2)c1N(C(C)=O)C(C)=O	4.5	2	3.1	0.8	3	8	-5	-6	-0.5
O=[N+]([O-])c1cc(/C=N\O)ccc1Oc1ccc(F)cc1	1.1	1	2.0	-0.1	-6	0	8	-7	-3.8

(next part)
compound	TcdB GH inh	BoNT F protease	PfHsp40 rescue	BoNT-A LC inh2	Yp Topo-I inh	Anthrax LF inh2	CCHFV vOTU inh	PrPC surface inh	FadD28 binding
COCCn1c(SCC(=O)NC2CCCC2)nc2cccnc21	1.4	0	0.6	-0.8	-10	2	-11	3	0.5
O=S(=O)(NC1=NCCC1)c1cccc(NC(=S)Nc2ccc(OC(F)F)cc2)c1	0.1	-2	-0.8	0.4	-1	6	-11	4	-0.9
CC1Sc2ccc(S(=O)(=O)N3CCN(c4ccccc4)CC3)cc2NC1=O (stereo not given)	0.3	-5	2.5	-0.3	26	-3	8	1	-0.5
CCc1nc2sc3c(c2c(=S)[nH]1)CC(C)(C)OC3	1.1	4	0.1	1.2	6	-3	-11	-3	0.1
Cc1cc2cc(OCc3ccccc3)ccc2n1C	1.3	9	-1.1	-1.3	3	-3	9	16	-3.7
COc1ccc(CCNCc2c(OC)ccc3ccccc23)cc1OC	0.4	-2	1.1	-1.8	5	-16	6	-4	-5.6
Cc1occc1C(=O)NCc1ccc(C(=O)O)o1	.	-7	0.4	-0.4	-5	0	-5	2	-1.7
COc1cc(Cl)ccc1NC(=O)COc1ccccc1C(=O)N1CCN(c2ccc(O)cc2)CC1	.	1	1.0	0.3	-5	-1	6	3	?
COc1ccc(CN2C(=O)C(CC(=O)NCCCCc3ccccc3)CC(C(=O)N3CCCCCC3)=C2C)cc1 (stereo not given)	1.7	1	.	0.6	.	-6	8	-2	.
Fc1cccc(Cl)c1Cn1nnc2c(NCc3ccncc3)ncnc21	0.5	-4	-0.9	0.4	3	-5	-13	3	-1.3
O=C(CSc1nc2ccc([N+](=O)[O-])cc2s1)NC1CCS(=O)(=O)C1 (stereo not given)	0.4	-1	-1.0	-0.2	3	-5	2	-20	-2.4
CCNC(=O)COC(=O)/C=C/c1cccc(F)c1	2.1	5	-0.7	-0.1	-6	-6	2	2	-0.5
COc1cccc(NC(=O)Nc2ccc3nsnc3c2)c1	-4.6	1	1.2	5.8	-7	4	11	-12	-3.9
CC(C)c1nc(SCC(=O)Nc2ccc(C(=O)O)cc2)c2c3c(sc2n1)CCCC3	-0.8	-8	-2.8	-0.2	8	-2	-2	-1	.
O=C(COC(=O)CCC(=O)c1ccc(F)cc1)NCc1ccco1	0.0	2	-1.2	0.1	-6	-4	-11	-2	0.0

The list goes on:
compound	TcdB GH inh	BoNT F protease	PfHsp40 rescue	BoNT-A LC inh2	Yp Topo-I inh	Anthrax LF inh2	CCHFV vOTU inh	PrPC surface inh	FadD28 binding
O=C(NCCc1ccccc1)/C(=C\c1ccccc1)NC(=O)c1ccco1	1.1	-4	-1.3	0.8	5	1	10	-7	-1.5
O=C(/C=C/c1ccco1)N1CCN(S(=O)(=O)c2ccccc2)CC1	1.9	-1	-0.7	-0.3	-6	-4	-10	8	-4.3
CC(=O)c1cnc(-c2ccccc2Cl)s1	1.4	-1	0.4	0.0	4	0	3	23	-0.7
CCOC(=O)c1[nH]c2ccccc2c1NC(=O)c1ccco1	.	14	-0.6	1.0	-1	-3	1	-9	-4.5
CCCC(=O)Nc1nc(-c2ccc(OC)cc2)cs1	.	-4	0.0	0.3	-4	-4	1	4	-2.8
COc1ccc(Cc2nnn(CC(=O)O)n2)cc1	.	-18	-1.5	-1.4	-5	-1	-6	0	-2.9
O=C(CN1CCN(C2CCCCC2)CC1)NCCC1=CCCCC1	0.9	1	1.9	-0.2	1	-2	20	-2	0.1
C[C@@H](NC(=O)[C@@H]1CCCN1C(=O)[C@@H]1CCCN1C(=O)c1cccs1)c1ccccc1	0.5	-5	.	-0.8	.	-3	0	-4	.
Cc1ccc(CN(C)C[C@@H]2OCc3cnnn3CCCC(=O)N([C@H](C)CO)C[C@H]2C)cc1	0.6&2.0	-4	.	-0.6	3	-1	19	-8	-0.3
CC1=NN(C(=O)c2ccc(Cn3cc([N+](=O)[O-])cn3)cc2)C(O)(C(F)(F)F)C1 (stereo not given)	-0.3	-1	-0.1	0.3	0	1	9	-2	-2.1
O=[N+]([O-])c1ccccc1SNc1ccccn1	.	4	1.7	0.1	-4	-2	-3	2	-0.5
O=C(C1CCN(S(=O)(=O)c2cnc[nH]2)CC1)N1CCN(c2ccc([N+](=O)[O-])cc2)CC1	-0.2	8	-1.3	1.4	-8	0	17	-30	-3.4
CC1=C(C(=O)N2CCCCCC2)CC(CC(=O)NCCN2CCOCC2)C(=O)N1Cc1ccc(F)cc1 (stereo not given)	0.9	4	.	0.0	.	1	-3	-3	.
Oc1ccc(CCC2CCCCN2Cc2nc(C3CC3)no2)cc1 (stereo not given)	5.3	-2	-1.1	-0.5	3	-6	-5	5	-0.5
CCCN(Cc1ccccc1)C(=S)NC(=O)c1ccccc1[N+](=O)[O-]	0.6	-3	3.6	-0.2	1	2	-2	8	-3.3

The list goes on:
compound	TcdB GH inh	BoNT F protease	PfHsp40 rescue	BoNT-A LC inh2	Yp Topo-I inh	Anthrax LF inh2	CCHFV vOTU inh	PrPC surface inh	FadD28 binding
CCCn1c(C)cc(=O)c2cc(NC(=O)c3cnccn3)ccc21	.	-11	-0.3	0.9	1	0	10	-2	-4.4
COc1ccc(NC(=O)NCc2ccccn2)c(OC)c1	-0.6	-6	-0.1	-0.2	5	2	16	5	-0.4
O=C(Nc1ncnc2sc3c(c12)CCCC3)c1ccncc1	-0.5	-6	0.0	-0.5	4	1	-3	3	-3.4
O=C(c1ccccc1)N1CCN(C(=O)c2ccccc2)CC1	.	-4	0.1	-0.4	0	-4	4	-10	-0.5
Cc1ccc2c(C(=O)CN3CCOCC3)c(C)[nH]c2c1	.	5	-1.8	1.3	-3	-1	7	0	-0.8
CCOc1ccccc1NC(=O)c1nc[nH]c1C(=O)Nc1ccccc1OCC	.	-2	0.1	0.0	1	1	.	.	-2.7
S=C1NC2(CCCCC2)NC12CCCCC2	-0.4	-18	-1.6	0.7	-5	-1	15	12	-1.8
CC(C)Oc1ccc(CNC(=O)c2ccc3c(c2)N(C)CCS3)cc1	-0.9	2	0.0	-0.3	12	3	-59	25*	1.9
O=C(/C=C/c1ccc2ccccc2c1)c1ccoc1	.	8	-0.2	1.3	-8	-13	1	1	-1.5
COC(=O)c1c(C)[nH]c(C(=O)CN(C)CC(=O)Nc2cccc(F)c2)c1C	0.8	0	0.5	-1.3	-9	0	20	7	-1.6
O=P(O)(Oc1ccccc1)c1ccccc1	0.7	-16	-1.7	-0.4	3	-9	8	6	-0.9
O=C(CCNC(=O)C1CCN(S(=O)(=O)c2ccc(F)cc2)CC1)NCc1cccc(Cl)c1	1.2	5	0.5	1.3	23	3	6	-3	-0.2
CCn1c(C)nnc1SCC(=O)Nc1cccc(Cl)c1	2.9	?	2.0	0.4	-12	17	-9	10	-2.6
Cc1ccc(NC(=O)CN(C)C(=O)c2cccc(S(=O)(=O)N3CCCC3)c2)cc1	0.7	1	-0.8	-0.4	-6	6	-1	-3	1.3
O=C(NCCOc1ccccc1)C1CCCCC1	0.4	-5	0.9	0.4	-5	6	10	5	0.3

Next records:
compound	TcdB GH inh	BoNT F protease	PfHsp40 rescue	BoNT-A LC inh2	Yp Topo-I inh	Anthrax LF inh2	CCHFV vOTU inh	PrPC surface inh	FadD28 binding
COc1cc(-c2nnc(-c3cccnc3)o2)cc(OC)c1OC	0.2	-3	-2.4	-0.7	1	0	18	9	0.3
Cc1ccc(NC(=O)COC(=O)/C=C/c2c(C)nn(-c3ccc(F)cc3)c2Cl)cc1F	0.9	-3	-0.4	0.1	-7	-2	-2	0	-0.5
O=C(NCc1ccc(F)cc1)C(=O)NCC1CCCN1S(=O)(=O)c1ccccc1 (stereo not given)	1.3	6	-0.7	6.9	-10	-3	-6	1	-1.4
CN(C(=O)c1cccc(C#N)c1)c1nnc(-c2ccncc2)s1	.	5	-0.7	-1.1	4	-1	3	-3	-2.7
COc1ccc(-c2csc3nc(C(C)(C)C)oc(=O)c23)cc1OC	0.7	0	0.2	0.2	39	-1	7	2	1.0
CNC(=S)NN=C(C)c1ccc(OC)cc1O	-4.3	1	-1.7	0.0	-5	11	3	4	0.6
O=C(O)c1ccc(Cl)c(NC(=O)C2CCCN2S(=O)(=O)c2cccc3nsnc23)c1 (stereo not given)	.	0	2.0	-0.4	7	-3	26	-47	-9.5
Cc1n[nH]c(=O)n1-c1cccc(C(F)(F)F)c1	.	-8	0.8	-1.7	1	-1	-8	-10	-0.2
CCn1nc(C(=O)OCC(=O)NCC(C)C)c2ccccc2c1=O	-0.1	-4	1.3	-0.5	-9	-6	-8	3	-3.3
O=c1ccc(Oc2nc(N3CCOCC3)nc(N3CCOCC3)n2)nn1-c1ccccc1	.	11	0.9	0.3	5	-1	-15	6	-2.0
CCCCOc1ccccc1C(=O)N(Cc1ccc(C)o1)C1CCS(=O)(=O)C1 (stereo not given)	0.5	3	-0.1	0.2	25	1	0	10	-1.2
O=c1[nH]cccc1-c1nc2ccccc2n1Cc1ccccc1F	1.0	-9	0.0	1.6	-3	0	-88	3	-1.8
c1ccc(CC2CCN(C(c3cccs3)c3nnnn3C3CCCC3)CC2)cc1 (stereo not given)	.	6	0.5	0.0	35	1	5	-3	-1.0
Cc1ccnc(NS(=O)(=O)c2ccc(NC(=O)C3CCCCC3C(=O)O)cc2)n1 (stereo not given)	.	-3	-0.9	-0.4	-1	4	3	-2	-0.6
COCCN(C(=O)c1ccco1)c1nnc(-c2ccc(OC)cc2)s1	.	3	-0.2	0.5	14	0	7	-7	-4.1
